High-throughput results: PubChem, National Center for Advancing Translational Sciences (NCATS)
PKM2 act: PKM2 (human) enzyme activation; 260,000 compounds, 0.34% hits; P14618; purified PKM2, Kinase-Glo ATP luminescence, activation; response scale: 0% is enzyme alone, no compound; Potency, µM (titrated, usually from 57.5 µM), for inactives: at the highest dose activation, actives largely listed as activators; note: potency is the fitted concentration of half-maximal effect; % is set by controls: 0 for no effect and ±100 for the full control effect; nearly all actives have a fitted effect of over 55% in size
Target sequence (P14618 whole entry, looked up): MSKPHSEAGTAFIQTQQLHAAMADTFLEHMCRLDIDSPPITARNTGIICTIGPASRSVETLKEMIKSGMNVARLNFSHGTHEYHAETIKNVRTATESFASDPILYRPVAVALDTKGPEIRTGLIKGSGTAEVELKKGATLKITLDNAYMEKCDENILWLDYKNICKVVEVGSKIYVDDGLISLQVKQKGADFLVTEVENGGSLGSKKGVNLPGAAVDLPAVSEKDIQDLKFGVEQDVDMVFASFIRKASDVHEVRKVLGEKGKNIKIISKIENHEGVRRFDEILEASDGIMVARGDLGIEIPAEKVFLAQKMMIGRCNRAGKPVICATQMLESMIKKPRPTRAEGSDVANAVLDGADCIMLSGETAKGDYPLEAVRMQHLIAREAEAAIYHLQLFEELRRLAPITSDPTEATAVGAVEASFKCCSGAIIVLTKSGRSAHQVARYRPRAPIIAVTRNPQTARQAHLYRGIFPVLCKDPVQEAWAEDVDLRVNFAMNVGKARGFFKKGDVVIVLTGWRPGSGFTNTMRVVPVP
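ATP formation by purified human PK-M2, quantified via coupled luciferase luminescence after 1 h at room temperature with 0.1 mM ADP and 0.5 mM PEP final.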
PTAP TSG101 blk: blocks PTAP/TSG101 interaction to inhibit HIV-1 budding. Potency, µM (titrated, usually from 115 µM), for inactives: top-dose activity change, negative = inhibition, hits mostly inhibitors. Q99816. Fluorescence polarization, FITC-PTAP peptide / Tsg101 binding. 340,000 tested, under 10 active; active = well fitted inhibition curve with a large enough effect in the main read-out, with a control signal flat, not every such curve was filed as active; inconclusive = small, poorly fitted or top-dose-only effect, or effect the other way, or a change in a side signal; inactive = no such curve, though single readings can be large or run the other way; note: potency is the fitted concentration of half-maximal effect; % of control where 0% means no effect
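Steps: Tsg101 binding domain dispensed (10 uM final), compounds pinned in DMSO, FITC-labeled PTAP-motif peptide added (50 nM final); after 20 min binding at room temperature, polarization measured.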
GALK inhibitor: blocks human galactokinase activity; P51570; Purified GALK, Kinase-Glo residual ATP luminescence; Potency, µM (doses to about 57.5 µM), inactives show top-dose activity change, negative = inhibition, actives largely listed as inhibitors; 270,000 compounds, 0.007% hits; AID 1868; note: potency is the fitted concentration of half-maximal effect; % is set by controls: 0 for no effect and ±100 for the full control effect
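The enzyme phosphorylates galactose (100 uM) using ATP (35 uM); inhibition is detected as higher residual ATP, quantified by bioluminescence after 1 h reaction at room temperature, pH 8.0.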
Menin-MLL TR inh: displaces Texas Red mutant MLL peptide from human menin; O00255; Menin + Texas Red MLL mutant peptide, fluorescence polarization; Potency, µM (doses to about 61.6 µM), for the others: at the highest dose FP activity change, negative = inhibition, actives largely listed as inhibitors; 270,000 compounds, 0.23% hits; active = well fitted inhibition curve with a large enough effect in the polarisation, with a control signal flat, not every such curve was filed as active; inconclusive = small, poorly fitted or top-dose-only effect, or effect the other way, or a change in a side signal; inactive = no such curve, though single readings can be large or run the other way; the % refers to the polarisation; note: potency is the fitted concentration of half-maximal effect; % of control where 0% means no effect; many of its hits are not listed in these tables
Target sequence (O00255 whole entry, looked up): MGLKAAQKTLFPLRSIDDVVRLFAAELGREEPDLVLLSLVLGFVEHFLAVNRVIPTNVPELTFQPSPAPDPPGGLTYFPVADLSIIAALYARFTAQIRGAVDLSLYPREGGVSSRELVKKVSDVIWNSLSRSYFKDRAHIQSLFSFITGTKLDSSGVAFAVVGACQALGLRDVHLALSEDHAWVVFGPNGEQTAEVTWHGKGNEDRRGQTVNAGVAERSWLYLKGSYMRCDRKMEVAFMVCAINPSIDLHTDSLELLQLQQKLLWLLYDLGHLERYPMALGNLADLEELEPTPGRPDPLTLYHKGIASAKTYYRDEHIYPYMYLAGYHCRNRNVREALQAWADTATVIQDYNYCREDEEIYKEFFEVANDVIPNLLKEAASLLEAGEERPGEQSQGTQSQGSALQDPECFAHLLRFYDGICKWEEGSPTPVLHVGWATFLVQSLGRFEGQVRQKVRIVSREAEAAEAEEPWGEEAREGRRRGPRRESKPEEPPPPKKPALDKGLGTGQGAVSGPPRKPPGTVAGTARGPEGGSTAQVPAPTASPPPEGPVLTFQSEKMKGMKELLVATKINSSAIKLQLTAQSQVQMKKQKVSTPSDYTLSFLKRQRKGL
Coupling enz: counter-screen for Giardia aldolase inhibitors: coupling enzyme system; activity change, negative = inhibition, % at 58.2 µM, hits read low; 290,000 compounds, 0.67% hits; coupling enzyme system counterscreen, AmpLite Red fluorescence; in the data active = activity change below about -30%; note: % is set by controls: 0 for no effect and ±100 for the full control effect
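Compounds tested against the coupling enzymes alone at 57.5 uM final; readout was AmpLite Red fluorescence (525/598 nm) after 20 min at RT.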
B2AR arrestin: recruits beta-arrestin to the human beta2-adrenergic receptor. beta-arrestin recruitment to beta2AR, cell-based reporter. 330,000 compounds, 0.02% hits. Potency, µM (highest dose often 46.1 µM), without a hit: at the top dose activation, actives largely listed as activators. AID 492947;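 note: potency is the fitted concentration of half-maximal effect; 0% = DMSO controls and full agonism = EC100 isoproterenol or metaproterenol; nearly all actives have a fitted effect of over 65% in size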
Tb PFK inh: T. brucei PFK enzyme inhibition. T. brucei PFK, ADP-Glo luminescence. Potency, µM (series often up to 57.5 µM), without a hit: at the highest dose activity, negative = inhibition, most hits filed as inhibitors. 330,000 compounds, 0.17% hits. AID 485367;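 note: potency is the fitted concentration of half-maximal effect; 0% = uninhibited 1x PFK enzyme wells and -100% = no-enzyme wells; nearly all actives have a fitted effect of over 60% in size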
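PFK 1.25 nM, F6P 0.5 mM, ATP 0.1 mM, 0.1 M TEA pH 8.0, 5 mM MgCl2, 0.01% Tween20, 0.1% BSA; 45 min RT. ADP-Glo readout. qHTS titration up to 57 uM; curves fitted, compounds curve-classed.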
Giardia killer: kills Giardia lamblia | Giardia lamblia trophozoite viability | activity change, % at 7.66 µM, hits read low | 340,000 compounds, 0.15% hits | AID 540267; in the data active = activity change below about -80%; inconclusive = between about -30% and that limit;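 note: parasites exposed to compound for two days anaerobically before the ATP read; % is set by controls: 0 for no effect and ±100 for the full control effect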
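Media and compound were dispensed first, then trophozoites at 100 cells/well; plates sat 48 hrs at 37 deg C without oxygen before ATP luminescence reagent was added and read after 15-30 min at room temperature.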
BCR signal inh: blocks chronic active B-cell receptor signaling; Potency, µM (doses to about 46.1 µM), for inactives: at the top dose ratio change, negative = lower green/red ratio, usual class: inhibitors; ABC-DLBCL IkBa-CBG/CBR reporter, luminescence ratio, 4 h; 340,000 compounds, 0.05% hits; active = well fitted inhibition curve with a large enough effect in the signal ratio, with a control signal flat, not every such curve was filed as active; inconclusive = small, poorly fitted or top-dose-only effect, or effect the other way, or a change in a side signal; the % refers to the signal ratio;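 note: potency is the fitted concentration of half-maximal effect; plate controls were basal doxycycline-induced cells for no effect and cells given 10 µM MG132 for full effect; MG132 reads +100%, hits lower the ratio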
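TMD8 human ABC-DLBCL cells with doxycycline-inducible IκBα–green luciferase fusion and unfused red luciferase, in 0.5% FBS medium; compounds up to 46 uM, 4 h at 37C. Green/red luminescence ratio, filter-overlap corrected, fitted to concentration-response curves.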
S-ASM inh: human S-ASM enzyme inhibition. 340,000 compounds, 0.006% hits. P17405. Potency, µM (series often up to 57.5 µM), without a hit: top-dose activity change, negative = inhibition, usual class: inhibitors. AID 504937. placental ASM, HMU-PC fluorogenic substrate, 60 min; note: potency is the fitted concentration of half-maximal effect
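Fluorescence read-out (Ex 386 nm, Em 447 nm) after stopping the reaction at pH 10. Enzyme: ASM from human placenta; substrate HMU-PC0, 9 uM final; 60 min, 37 °C. Compound preincubation 10 min, ambient temperature.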
Integrin act MD: activates integrin-mediated alleviation for muscular dystrophy. alpha7betagal myoblasts, beta-gal FDG fluorescence, 48 h. Potency, µM (doses to about 38.3 µM), for inactives: at the highest dose activation, usual class: activators. 350,000 compounds, 0.064% hits;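 note: potency is the fitted concentration of half-maximal effect; 100% = response of the positive control SU9516; nearly all actives have a fitted effect of over 60% in size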
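alpha7betagal+/- myoblasts (passage 13, 250/well) treated 48 h at 37C with compounds at 1:260 dilution of DMSO stock. Lysed, then beta-galactosidase activity read as FDG fluorescence (ex 480/em 540) after 30 min, with pre-read for autofluorescence.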
* marks the source's active call; other numbers are inactive results; i = inactive; u = inconclusive; x = not tested or not shown; & = joins results of further samples; [ ] = dose if it differs, or a comment. Unless noted, calls come from the whole dose curve; as a rule, active = well fitted curve in the direction sought with a large enough effect; inconclusive = small, poorly fitted or top-dose-only effect, or another doubt; inactive = no such curve, though single readings can be large; an effect the other way counts as inactive or inconclusive. Not all compounds are listed; the hit share may differ from the screen's.

SMILES	PKM2 act	PTAP TSG101 blk	GALK inhibitor	Menin-MLL TR inh	Coupling enz	B2AR arrestin	Tb PFK inh	Giardia killer	BCR signal inh	S-ASM inh	Integrin act MD
C=CCN1c2ccccc2[C@]23C[C@@H](C(=O)OC)N(C(C)=O)C2=NC(C(=O)OC)=C(C(=O)OC)[C@H]13	-3%[11.5 µM]	-5%	-3%	11%[11.7 µM]	3&3	-0.8%	0%	8	4%	5%	-11%
O=C(NCCCN1CCOCC1)c1cc(-c2ccco2)nc2ccccc12	x	-5%	x	x	x	0.0%	-11%	8	-2%	317%[activator]	-21%
Cc1ccc(NC(=O)CSCC(=O)N(C)Cc2ccc(Cl)c(Cl)c2)cc1	x	-1%	x	x	x	0.2%	-8%	-14	3%	-12%	-21%
CN1C(=O)CC(c2ccccc2)C1=O (stereo not given)	x	-1%	x	x	x	-0.1%	0%	-4	-3%	5%	x
CCN(CC(=O)Nc1ccc(C)c(F)c1)CC(=O)NC(C)C	12%	-1%	1%	-2%	-4	-0.8%	0%	12	0%	5%	15%
O=C(COC(=O)c1c2ccccc2cc2ccccc12)Nc1ncc(C(F)(F)F)cc1Cl	8%	0%	3%	-16%	4	-0.1%	-6%	28	u	i	-5%[7.66 µM]
CCN(CC)C(=O)CN(C)S(=O)(=O)c1cccc2nsnc12	-10%	-7%	2%	15%	1	0.9%	-1%	0	-5%	4%	15%
Cc1ccc(-c2ccc(=O)n(CC(=O)Nc3cccc(C(=O)N4CCN(C)CC4)c3)n2)cc1	-1%	-2%	3%	-3%	0	-0.9%	-3%	10	1%	2%	4%[7.66 µM]
Cc1ccc(S(=O)(=O)N(C)C)cc1NC(=O)Nc1ccccc1F	-9%	0%	x	x	-2	0.0%	15%	-5	2%	-4%	-24%
CCN1CCN(C(=O)CN(CC)S(=O)(=O)c2ccc(Cl)cc2)CC1	-8%	-3%	0%	8%	0	x	x	6	x	1%	2%[7.66 µM]
COc1ccc(C2=COc3ccccc3C(=O)N2)cc1	8%	-2%	1%	-11%	5	-0.1%	-7%	-4	-9%	-2%	42%
COc1cc(C(c2c(C)[nH][nH]c2=O)c2c(C)[nH][nH]c2=O)ccc1OCc1ccc([N+](=O)[O-])cc1	11%	-2%	0%	u	-35*	-0.2%	-20%	-20	u	2%	0%

The closing 2 compounds of the section above are carried over, then new ones follow.
SMILES	PKM2 act	PTAP TSG101 blk	GALK inhibitor	Menin-MLL TR inh	Coupling enz	B2AR arrestin	Tb PFK inh	Giardia killer	BCR signal inh	S-ASM inh	Integrin act MD
COc1ccc(C2=COc3ccccc3C(=O)N2)cc1	8%	-2%	1%	-11%	5	-0.1%	-7%	-4	-9%	-2%	42%
COc1cc(C(c2c(C)[nH][nH]c2=O)c2c(C)[nH][nH]c2=O)ccc1OCc1ccc([N+](=O)[O-])cc1	11%	-2%	0%	u	-35*	-0.2%	-20%	-20	u	2%	0%
Cc1ccc(CN=C2NC(=O)C(CC(=O)NCCc3ccccc3)S2)cc1 (stereo not given)	-1%	x	11%	-11%	0	-0.1%	-10%	x	u	x	x
O=C(Nc1nc(-c2ccc(S(=O)(=O)N3CCCC3)cc2)cs1)C1COc2ccccc2O1 (stereo not given)	1%	-3%	0%	10µM*	1	-0.4%	1%	-10	u	-3%	23%
COc1c(N)c2ccccc2[nH]c1=O	4%	-6%	0%	25%	0	0.4%	-4%	10	-12%	3%	-14%
CCN(CC)CCNCc1cc(Br)ccc1OCC(=O)NCc1ccccc1	10%	-5%	-3%	u	2	-0.7%	4%	13	-2%	-2%	-48%[inhibitor]
CCc1ccc(NC(=O)Cn2nc(C)c([N+](=O)[O-])c2C)cc1	2%	-9%	-3%	14%	0	-0.3%	-7%	-8	0%	0%	5%
CC1(C(=O)O)COC(c2ccc([N+](=O)[O-])cc2)OC1 (stereo not given)	-1%	-6%	1%	0%	1	-0.1%	1%	-3	3%	3%	16%
O=C(CSc1nnc(-c2ccc3c(c2)OCCO3)o1)NC1CCCCC1	0%	x	1%	-1%	1	0.5%	-3%	x	1%	x	x
Cc1ccc(NC(=O)c2cnc(SCC(=O)NCC3CCCO3)n(C)c2=O)cc1C (stereo not given)	x	1%	x	x	x	0.1%	0%	-2	u	-5%	22%
Cc1ccc(S(=O)(=O)NCC(=O)N2CCC(C)CC2)cc1	-11%	-4%	1%	-1%	1	0.2%	-4%	20	u	0%	23%
CCCSc1ccc([C@H]2N[C@@](Cc3ccccc3)(C(=O)OC)[C@H]3C(=O)N(CC)C(=O)[C@@H]23)cc1	x	-2%	x	x	x	-1.6%	17%	-1	u	-15%	23%
CC(C(=O)NCCN1CCOCC1)c1ccc([N+](=O)[O-])cc1 (stereo not given)	1%	-2%	2%	-11%	-1	-0.1%	0%	-12	1%	2%	-13%
COc1cc(NC(=O)c2cccs2)c(OC)cc1NC(=O)CCC(=O)Nc1ccc2ncccc2c1	0%	1%	-3%	5%	-2	-0.1%	5%	-14	10%	4%	-23%
CC(OC(=O)/C=C/c1ccco1)C(=O)NC1CCCCC1C (stereo not given)	x	1%	x	x	x	-0.3%	1%	-5	-1%	4%	-25%
COC1C/C(=N\O)C2OC(c3ccccc3)OCC2O1 (stereo not given)	-4%	-1%	x	10%	1	-0.3%	-3%	-12	3%	3%	0%
COc1ccc(-c2csc(N(CC3CCCO3)C(=O)c3ccc(C)cc3)n2)cc1 (stereo not given)	3%	0%	0%	38%[activator]	0	-1.2%	2%	-1	8%	-7%	-31%
Cc1nc(N/C(N)=N/S(=O)(=O)c2ccc([N+](=O)[O-])cc2)nc2ccccc12	1%	1%	0%	-7%	-3	-0.1%	-5%	4	0%	-1%	3%
CCOC(=O)c1c(NC(=O)Cn2c(C)nc3ccccc32)sc2c1CCC2	1%	-1%	2%	-8%	0	0.3%	-1%	7	-3%	-2%	4%
CCOC(=O)C(=O)NN=C(c1ccccc1)c1ccccc1	-2%	-1%	1%	x	-3	0.1%	-4%	3	u	-5%	2%
O=C(O)COc1ccc(S(=O)(=O)N2CCCC2)cc1	0%	-10%	6%	-18%	1	0.2%	0%	31[activator]	3%	1%	-3%
CCN(CC)CCN(Cc1cc2cc3c(cc2[nH]c1=O)OCCO3)C(=S)NC	0%	-5%	3%	14%	-3	0.2%	1%	22	-9%	33%[activator]	3%
COc1ccc(OCc2cccc(C(=O)Nc3cc(C)on3)c2)cc1	10%	-1%	0%	4%	3	-0.8%	-2%	11	u	-16%	7%
Cc1ccc(C(=O)NCC(=O)NCC(=O)OCC(=O)c2ccc([N+](=O)[O-])cc2)cc1	6%	-3%	-1%	17%	2	-0.1%	-17%	-19	3%	-3%	-2%[7.66 µM]
COc1cccc(C(=O)Oc2ccc(/C=N/NC(=O)c3ccncc3)cc2OC)c1	x	-6%	3%	x	2	0.3%	-9%	u	-12%	-2%	-22%
CN(C)C(=O)C#Cc1ccccc1	-2%	-10%	4%	x	0	0.1%	-4%	10	3%	0%	5%
Nc1ccc(C2CCCc3nonc32)c2nonc12 (stereo not given)	-2%	-4%	2%	u	1	-0.2%	2%	0	-17%	-9%	-16%
CCOc1ccc(NC(=O)CN(C)CC(=O)Nc2cc(Cl)ccc2C#N)cc1OCC	-2%	-1%	0%	2%	1	-0.3%	1%	10	u	0%	-16%
O=C(CCNC(=O)c1ccccc1Cl)NCC(c1ccco1)N1CCCC1 (stereo not given)	x	-1%	x	x	x	-0.1%	4%	-10	-6%	14%	-13%
Cc1ccc(S(=O)(=O)N2CCCCC2C(=O)N(C)c2ccccc2)cc1 (stereo not given)	-1%	-1%	x	6%	-1	0.7%	4%	5	4%	4%	0%
CCC(=O)Nc1nnc(-c2ccncc2)s1	8%	-11%	0%	-14%	3	-0.7%	4%	12	u	39%[activator]	-4%
CC1CC(C)CN(S(=O)(=O)c2cccc(C(=O)OCCN3CCCC3=O)c2)C1 (stereo not given)	-7%	-3%	-5%	x	-1	0.1%	0%	4	-3%	4%	5%
CN(C(=O)CCc1nc2ccccc2c(=O)[nH]1)C1CCS(=O)(=O)C1 (stereo not given)	x	-2%	x	x	x	-0.2%	-3%	-4	0%	4%	20%
Cc1nc2ccccc2n1CC(O)COC1CCCCC1 (stereo not given)	1%	-8%	0%	-2%	1	-0.5%	1%	6	-3%	0%	6%
O=C(CSc1nnc2ccccn12)N1CCc2ccccc2C1	5%	-5%	5%	1%	0	-0.2%	0%	8	5%	2%	-8%
CC1=NC(C#N)=C(C#N)NC(C)(C)C1	-8%	-1%	1%	-2%	-1	-0.1%	-5%	-12	-17%	-5%	20%
